Compound activity (PubChem)
AmpC no deterg: qHTS Inhibitors of AmpC Beta-Lactamase (assay without detergent). P00811. AmpC nitrocefin hydrolysis, absorbance 480 nm, 0.0001% Triton. Potency, µM (titrated, usually from 57.1 µM), inactives show top-dose activity change, negative = inhibition, actives largely listed as inhibitors. 330,000 compounds, 0.52% hits. AID 485341, 2010;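 note: potency is the fitted concentration of half-maximal effect; plate controls were no compound for no effect and no enzyme for full effect; nearly all actives have a fitted effect of over 20% in size; some results filed as inactive show a strong effect at the top dose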
Target sequence (P00811 whole entry, looked up): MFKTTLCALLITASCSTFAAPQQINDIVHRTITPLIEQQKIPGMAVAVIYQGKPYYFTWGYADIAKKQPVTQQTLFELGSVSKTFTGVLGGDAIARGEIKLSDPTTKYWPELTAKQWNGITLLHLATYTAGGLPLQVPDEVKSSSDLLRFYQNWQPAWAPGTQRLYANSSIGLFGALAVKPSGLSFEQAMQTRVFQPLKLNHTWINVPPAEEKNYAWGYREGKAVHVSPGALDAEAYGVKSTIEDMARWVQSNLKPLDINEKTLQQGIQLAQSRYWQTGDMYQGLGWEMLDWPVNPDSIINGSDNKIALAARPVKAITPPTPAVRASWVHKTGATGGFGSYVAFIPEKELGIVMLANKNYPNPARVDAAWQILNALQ
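20 mM phosphate pH 7.0 + 0.01% (detergent screen) or 0.0001% Triton X-100; 5.3 nM AmpC reagent; cpd preinc 15 min RT; nitrocefin (800 uM stock) to start; A480 q20 s × 4 min; Activity was normalised to no-enzyme and no-compound control wells.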
AmpC detergent: qHTS Inhibitors of AmpC Beta-Lactamase (assay with detergent); AmpC hydrolysis of nitrocefin, absorbance 480 nm, 0.01% Triton; Potency, µM (highest dose often 114 µM), without a hit: at the top dose activity change, negative = inhibition, hits mostly inhibitors; 370,000 compounds, 0.041% hits; AID 485294, 2010;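 note: potency is the fitted concentration of half-maximal effect; 0% = no-compound wells and -100% = no-enzyme wells; nearly all actives have a fitted effect of over 25% in size; some results filed as inactive show a strong effect at the top dose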
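AmpC (5.3 nM in the dispensed reagent) in 20 mM phosphate pH 7.0 with 0.01% (detergent screen) or 0.0001% Triton X-100 was preincubated with compounds for 15 min at room temperature. Nitrocefin was then added from an 800 uM solution, and hydrolysis was followed at 480 nm.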
Sm TGR inh: qHTS Assay for the Inhibitors of Schistosoma Mansoni Peroxiredoxins; purified TGR, DTNB reduction, TNB absorbance 405 nm; Schistosoma mansoni thioredoxin glutathione reductase (TGR), Q962Y6; Potency, µM (top dose mostly 114 µM), without a hit: at the highest dose activity change, negative = inhibition, actives largely listed as inhibitors; 360,000 compounds, 3% hits; note: potency is the fitted concentration of half-maximal effect; nearly all actives have a fitted effect of over 60% in size
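Kinetic colorimetric format: TGR-catalysed, NADPH-driven DTNB reduction monitored via TNB absorbance. Enzyme dispensed at 20 nM; compound exposure 15 min at room temperature before reaction start.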
HCV inh: qHTS Assay for Inhibitors of Hepatitis C Virus (HCV); Huh7.5.1 HCVcc-Cre infection, luciferase reporter, 44 h; Potency, µM (doses to about 41.8 µM), for the others: at the highest dose activity change, negative = inhibition, most hits filed as inhibitors; 340,000 compounds, 3.4% hits; AID 651820, 2012; note: potency is the fitted concentration of half-maximal effect
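Cells (1,000/well) were plated 4 h before compound, then infected with HCVcc-Cre virus (~0.5 moi). After 44 h further culture, infection was read as luciferase luminescence following a 15 min substrate incubation at room temperature.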
FBPA Giardia inh: qHTS Assay for Inhibitors of Fructose-1,6-bisphosphate Aldolase from Giardia Lamblia; purified Giardia FBPA; 290,000 compounds, 0.71% hits; AID 2451, 2010; Potency, µM (top dose mostly 59.6 µM), for inactives: at the highest dose activity, negative = inhibition, hits mostly inhibitors; A8B2U2; note: potency is the fitted concentration of half-maximal effect; nearly all actives have a fitted effect of over 55% in size
Target sequence (A8B2U2 whole entry, looked up): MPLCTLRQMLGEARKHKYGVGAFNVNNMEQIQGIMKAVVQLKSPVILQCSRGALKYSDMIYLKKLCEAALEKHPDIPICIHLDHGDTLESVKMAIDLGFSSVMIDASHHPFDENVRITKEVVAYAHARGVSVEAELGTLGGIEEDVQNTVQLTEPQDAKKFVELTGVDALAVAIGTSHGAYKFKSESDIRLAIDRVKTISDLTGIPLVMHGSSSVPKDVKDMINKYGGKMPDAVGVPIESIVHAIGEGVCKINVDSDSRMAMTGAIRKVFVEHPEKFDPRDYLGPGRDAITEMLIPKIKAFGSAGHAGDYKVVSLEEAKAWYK
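40 nM FBPA preincubated 10 min at RT with compound (up to 57.5 uM final), then substrate plus GAPDH/TPI/NAD/arsenate coupling and diaphorase/resazurin added. Fluorescence read after 20 min at RT, 525/598 nm.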
HCMV inh: qHTS Assay for inhibitors of the human cytomegalovirus (HCMV); HFF cells, HCMV-luciferase reporter, 72 h; active compounds read low; activity change, negative = inhibition, % at 57.5 µM; 410,000 compounds, 4.5% hits; in the data active = activity change below about -60%; inconclusive = no clear call, values can overlap the other calls; inactive = above about -39%
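After 16 h attachment at 37C, HFF cells received test compound and HCMV-luciferase (1 PFU/cell); reporter luminescence read 72 h later, data normalized against buffer-only and known inhibitor Salinomycin.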
* hit, by the source's call; ? = inconclusive; · = no result given; [ ] = remark or other dose. Unless noted, calls come from the whole dose curve; as a rule, active = well fitted curve in the direction sought with a large enough effect; inconclusive = small, poorly fitted or top-dose-only effect, or another doubt; inactive = no such curve, though single readings can be large; an effect the other way counts as inactive or inconclusive. Unless noted, % is set by controls: 0 for no effect and ±100 for the full control effect.

SMILES	AmpC no deterg	AmpC detergent	Sm TGR inh	HCV inh	FBPA Giardia inh	HCMV inh
COc1ccc(N(CC(=O)N/N=C/c2ccco2)S(=O)(=O)c2ccccc2)cc1Cl	-41%	-2%	-17%	-25%	-5%	13
Cc1ccc(C2=CC(=O)C[C@H](c3ccc(F)cc3)C2)cc1	-12%	4%	-4%	?	·	-9
CCN1CCN(CCCN(Cc2cccs2)C(=S)Nc2ccccc2C)CC1	-4%	-1%	10%	2%	4%	23
C[C@@H]1CN([C@@H](C)CO)C(=O)Cc2cc(NS(=O)(=O)c3ccccc3)ccc2O[C@H]1CN(C)S(C)(=O)=O	2%	·	·	8%	·	2
Cc1ccc(Sc2c(O)c3ccccc3n(C)c2=O)cc1	-18%	?	7%	-16%	-13%	1
Clc1cccc(N=NN2CCOCC2)c1Cl	-19%	-7%	18%	-14%	0%	33
O=C(O)CNC(=O)/C(=C/c1cccc([N+](=O)[O-])c1)NC(=O)c1ccco1	-3%	?	-1%	-4%	1%	-25
C[N+](C)(C)CCOC(=O)C1(c2ccccc2)CCCC1	-10%	-4%	-22%	19%	4%	-25
CNC(=O)N1CCC(C(=O)c2c(C)c(C)c(C)c(C)c2C)CC1	27%	-8%	-11%	-14%	0%	-26
COc1cccc(NC(=O)CN(C)C(=O)c2c(-c3ccccc3)noc2C)c1	13%	3%	-19%	-2%	·	?
O=C1CC/C=C\C[C@@H](CC(=O)N(CCO)Cc2ccccc2)C(=O)N[C@H](Cc2ccccc2)CO1	43%	·	·	26%	·	-29
O=C(Nc1ccc(C(F)(F)F)cc1)c1cccc(-n2cnnn2)c1	-20%	-9%	0%	?	·	?
Cc1cc(C)n2nc(-c3cccnc3)nc2n1	-16%	-15%	-5%	4%	7%	-22
CN1CCN(CCCCOc2ccc(F)cc2)CC1	-2%	-9%	-10%	-13%	-1%	-3
CCOc1ccc(NC(=O)Cn2nc(-c3ccccc3Cl)n(CC)c2=S)cc1	11%	-9%	3%	?	0%	-62*
CC(C)CNc1nc(Oc2ccc(=O)n(-c3ccccc3)n2)nc(N2CCOCC2)n1	43%	?	-25%	-10%	4%	-2
CC(NC(=O)COc1ccc(S(=O)(=O)N2CCOCC2)cc1)c1ccccc1 (centres undefined)	-8%	-14%	-16%	0%	·	0
C=CCn1ccc2c([N+](=O)[O-])cccc2c1=O	-8%	3%	2%	3%	1%	175
Cc1ccc(CNC(=O)c2ccc(Cl)c(S(N)(=O)=O)c2)n1C	10%	-2%	?	6%	-15%	-24
O=C(c1ccco1)N1CCC(n2nnc3ccccc32)CC1	0%	?	-25%	0%	-5%	32
O=C(CN1CCC2(CC1)OCCO2)c1ccc2cc[nH]c2c1	-14%	-10%	45µM*	15%	2%	-66*
COc1cc(CC(=O)N/N=C/c2ccc([N+](=O)[O-])cc2)c([N+](=O)[O-])cc1OC	-32%	-1%	3%	7%	0%	4
CCc1ccc(NC(=O)c2ccc(F)c(S(=O)(=O)N3CCN(c4ccc(OC)cc4)CC3)c2)cc1	·	6%	1%	·	·	-38
CCc1ccccc1N1CC23C=CC(O2)C(C(=O)O)C3C1=O (centres undefined)	3.5µM*	1%	2%	12%	-1%	20
Cc1cc(C(F)(F)F)c2c(N)c(C(=O)Nc3cc(C)on3)sc2n1	0%	1%	-3%	?	9%	17
O=C(CCN1C(=O)C2C3C=CC(C4CC34)C2C1=O)OCC(=O)c1ccccc1 (centres undefined)	34%	-6%	2%	11%	·	-83*
COC(=O)c1cc(OC)c(OC)c(OC)c1[N+](=O)[O-]	-4%	4%	0%	0%	11%	-5
CCCC1(C)Nc2ccccc2-c2nc3ccccc3n21 (centres undefined)	-30%	1%	-23%	-16%	-1%	73
Cc1nn(C)cc1C(C)NCc1c(C(=O)N2CCCCCCC2)nc2ccc(Cl)cn12 (centres undefined)	35%	2%	-3%	13%	-1%	?
CCc1ccc2c(c1)C(c1cccs1)=NNC(c1cccnc1)=N2	-5%	-5%	-30%	-14%	3%	-13
OCCOCCNc1ncnc2nc[nH]c12	-4%	?	6%	-4%	-5%	34
COc1cccc(N(C(=O)Cn2nnc(-c3ccc(C)o3)n2)C(C(=O)NC(C)(C)C)c2cccs2)c1 (centres undefined)	35%	1%	4%	24%	-1%	-24
CC1CC(C)CN(C(=O)CSc2nnc(CSc3ncccn3)n2C)C1 (centres undefined)	-33%	?	5%	-4%	-1%	-16
Cc1ccc(/C=C2\SC(=S)N(CCCC(=O)Nc3ccc(O)cc3)C2=O)cc1	-37%	5%	2%	-29%	4%	-95*
CC[C@@H](C)[C@H](NC(=O)OC(C)(C)C)c1nnc(S(=O)(=O)Cc2cc(C)ccc2C)o1	?	11µM*	2.8µM*	-14%	-8%	1
Cc1ccc(N2CCCn3c2nc2c3c(=O)n(CCN3CCOCC3)c(=O)n2C)cc1	0%	?	-20%	·	7%	·
CCCC(C)C(=O)Nc1ccc2c(c1)OCCO2 (centres undefined)	-16%	-3%	-6%	7%	1%	-23
CCN(CC(=O)N1CCN(Cc2ccccc2)CC1)S(=O)(=O)c1ccc(C)cc1	92%[activator]	?	10%	5%	6%	-13
CCO[C@H]1OC(C(=O)N2CCN(Cc3ccc4c(c3)OCO4)CC2)=C[C@@H](C2CCCCC2)[C@@H]1CCCO	202%[activator]	6%	5%	?	3%	-12
CCOc1ccc(-c2nnc(NC(=O)C3CCCC3)o2)cc1	-20%	-11%	0%	3%	13%	-38
CCOc1ccc(-n2c(SCc3ccc([N+](=O)[O-])cc3)nnc2-c2ccc(OC)cc2)cc1	-1%	-7%	0%	?	3%	-1
Cc1ccsc1/C=C/c1ccc2cccc(O)c2n1	-36%	3%	0%	13µM*	-12%	105
Cc1cccc(C)c1NC(=S)N(CCCN1CCN(C)CC1)Cc1cccs1	-7%	?	-1%	6%	4%	17
O=C(CCNC(=O)c1ccc([N+](=O)[O-])cc1)Nc1cc(Cl)ccc1N1CCOCC1	22%	?	3%	?	·	-4
Cc1ccc(NC(=O)CSc2nc(CSc3ccc(C)cc3)cc(=O)[nH]2)cc1	-47%	0%	-8%	-3%	7%	-22
CCOc1ccc(OCCC(=O)NNC(=O)c2nn(C)c(=O)c3ccccc23)cc1	6%	2%	5%	15%	·	·
CCOC(=O)N1CCN(C(c2cccc(OC)c2)c2sc3nc(C)nn3c2O)CC1 (centres undefined)	48%	-10%	2%	11%	-2%	2
Cc1ccsc1/C=N\NC(=O)c1cc(C(C)(C)C)[nH]n1	-30%	2%	·	-16%	-19%	57
CCOC(=O)CSc1nnc(CNC(=O)c2cc(OC)c(OC)c(OC)c2)n1C	-7%	3%	-1%	6%	5%	12
CCCCOC(=O)CCCN1C(=O)/C(=C2\SC(=S)N(CCCC(=O)OCCCC)C2=O)SC1=S	-14%	?	-28%	15%	-9%	9
COc1ccc(C)cc1NC(=O)CCS(=O)(=O)c1ccc2c(c1)oc(=O)n2C	-7%	-2%	-32%	-5%	·	-4
Cc1cc(C(=O)COC(=O)CNC(=O)c2ccc(Cl)c(Cl)c2)c(C)n1Cc1ccco1	-16%	-11%	-4%	1%	6%	-27
CCOC(=O)c1ccc(N=Cc2c(O)n(-c3ccccc3F)c(=S)[nH]c2=O)cc1	-36%	-10%	-36%	7%	2%	32
O=C(O)CCC(=O)N1CCc2cc(S(=O)(=O)N3CCC(Cc4ccccc4)CC3)ccc21	38%	?	-7%	17%	21%	-3
COc1cccc(CC2(CO)CCCN(Cc3ccccc3Cl)C2)c1 (centres undefined)	1%	?	-30%	?	0%	-3
COC(=O)c1ccc(NC(=O)CCN2C(=O)C3C4CCC(C4)C3C2=O)cc1 (centres undefined)	-14%	-6%	8%	15%	6%	51
COc1ccc(OC2C(=O)N(Cc3ccc(F)cc3)C2c2cc(OC)c(OC)c(OC)c2)cc1 (centres undefined)	77%[activator]	9%	-2%	15%	-7%	-9
CC(C)(C)NC(=O)c1ccc2c(c1)C(=O)N(Cc1ccco1)C2=O	-14%	-12%	-23%	-2%	10%	-33
C/C(=N/NS(=O)(=O)c1ccc(C)cc1)c1c(O)c2ccccc2oc1=O	-26%	5%	-4%	6%	12%	-5
COC(=O)c1c(C)oc(C)c1S(=O)(=O)N(C)C1CCCCC1	10%	2%	45µM*	5%	6%	17

Structures above containing a COOH group (3):
SMILES	AmpC no deterg	AmpC detergent	Sm TGR inh	HCV inh	FBPA Giardia inh	HCMV inh
O=C(O)CNC(=O)/C(=C/c1cccc([N+](=O)[O-])c1)NC(=O)c1ccco1	-3%	?	-1%	-4%	1%	-25
CCc1ccccc1N1CC23C=CC(O2)C(C(=O)O)C3C1=O (centres undefined)	3.5µM*	1%	2%	12%	-1%	20
O=C(O)CCC(=O)N1CCc2cc(S(=O)(=O)N3CCC(Cc4ccccc4)CC3)ccc21	38%	?	-7%	17%	21%	-3

As a working copy, 4 of the compounds above:
SMILES	AmpC no deterg	AmpC detergent	Sm TGR inh	HCV inh	FBPA Giardia inh	HCMV inh
CCOC(=O)CSc1nnc(CNC(=O)c2cc(OC)c(OC)c(OC)c2)n1C	-7%	3%	-1%	6%	5%	12
CCCCOC(=O)CCCN1C(=O)/C(=C2\SC(=S)N(CCCC(=O)OCCCC)C2=O)SC1=S	-14%	?	-28%	15%	-9%	9
COc1ccc(C)cc1NC(=O)CCS(=O)(=O)c1ccc2c(c1)oc(=O)n2C	-7%	-2%	-32%	-5%	·	-4
Cc1cc(C(=O)COC(=O)CNC(=O)c2ccc(Cl)c(Cl)c2)c(C)n1Cc1ccco1	-16%	-11%	-4%	1%	6%	-27

(cont.)
SMILES	AmpC no deterg	AmpC detergent	Sm TGR inh	HCV inh	FBPA Giardia inh	HCMV inh
CC(C)c1ccc(N(CC(=O)NC2CCCCC2)C(=O)CCC(=O)Nc2ccccn2)cc1	2%	-6%	-2%	6%	0%	-15
CC1CC(C)(C)NC(=S)N1CCC(=O)NCCc1ccc(Cl)cc1 (centres undefined)	-5%	0%	27%	25%	0%	16
COc1nc(OC)nc(Oc2ccc(Cl)cc2[N+](=O)[O-])n1	-6%	?	21%	?	6%	19
Cc1ccc(C)c(N2CCN(C(=O)CCS(=O)(=O)c3ccc4c(c3)CC(=O)N4C)CC2)c1	·	?	?	·	·	-19
COc1ccc(CN(CCC(c2ccc(F)cc2)C2CCOC(C)(C)C2)C(=O)c2ccco2)cc1 (centres undefined)	145%[activator]	0%	-35%	?	-6%	-4
CCOc1ccccc1CNCc1ccc(C(=O)O)cc1	4%[2.29 µM]	-8%	-7%	?	7%	-32
Nc1nc(Sc2ccc(C(F)(F)F)cn2)n[nH]1	-18%	-14%	5%	14%	-1%	?
CCn1c(=O)cc(OCC(=O)Nc2cc(C)ccn2)c2ccccc21	-13%	-1%	2%	-13%	1%	28
C=CCN1C(=O)c2ccccc2Sc2ccc(C(=O)N3CCN(C)CC3)cc21	42%	-3%	-11%	?	-2%	-11
Cc1ccc(SCCNC(=O)CN(c2ccccc2)S(=O)(=O)N(C)C)cc1	·	16%	1%	·	·	-7
